Source: PubChem
TIM10 inh: growth inhibitors of isogenic TIM10 control yeast, primary screen, counter-screen for tim10-1 yeast inhibitor project, luminescence, uHTS; S. cerevisiae TIM10 strain growth, BacTiter-Glo luminescence, 24 h; hit rate 1.4% among 330,000; inhibition, % at 10 µM;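 active = inhibition of 40% or more at the single tested concentration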;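 note: wild-type TIM10 isogenic control strain grown at permissive 25 °C; 0% = DMSO yeast wells and 100% = minimal medium wells without yeast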
UPR XBP1 act: activators of adaptive XBP1 UPR arm, primary screen, cell-based, CHO-XBP1 luciferase reporter, luminescence, uHTS | IRE1-XBP1 UPR activation; percent of tunicamycin response, DMSO as zero | activation, % at 20 µM | hit rate 0.33% among 330,000 | AID 463104, 2010;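 active = versus positive control, 20 µM dose yields 30% or more activation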;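 note: 100% = tunicamycin at 10 µg/mL and 0% = DMSO only wells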
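Assay system: CHO-XBP1 luciferase reporter cells; Schedule: 6 h treatment, 37 °C; Detection: glow luminescence from Steady-Glo reagent; Benchmarks: high control tunicamycin 10 µg/mL final, low control DMSO vehicle only.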
697 NFkB inh: inhibitors of PMA/ionomycin-induced NF-kB reporter, 697 cells, primary screen, B-cell NF-kB inhibitor project, cell-based, luminescence, uHTS. AID 435022, 2010. 697 B-cell NF-kB luciferase reporter, 16 h. inhibition, % at 4 µM. hit rate 0.33% among 330,000; in the data active = inhibition above about 35%
tim23-1 inh: growth inhibitors of tim23-1 mutant yeast, primary screen, luminescence, uHTS | S. cerevisiae tim23-1 growth, BacTiter-Glo luminescence, 24 h | inhibition, % at 20 µM | hit rate 1.3% among 330,000 | AID 463212, 2010;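 active = growth inhibition of the mutant yeast at or above 50%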;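 note: temperature-sensitive mutant grown at 25 °C; plate controls were DMSO-treated mutant yeast for no effect and medium wells lacking yeast for full effect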
Mdm2-MdmX inh: inhibitors of human Mdm2-MdmX association, primary screen, cell-based, luminescence, split luciferase, SaOS-2, uHTS. Protein Mdm4 (Homo sapiens) + E3 ubiquitin-protein ligase Mdm2 (Homo sapiens), …. SaOS-2 split-luciferase Mdm2/MdmX complementation. inhibition, % at 8 µM. hit rate 3% among 330,000;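 active = inhibition of at least 50% at 8 µM in the primary screen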
Target sequence (O15151 whole entry, looked up): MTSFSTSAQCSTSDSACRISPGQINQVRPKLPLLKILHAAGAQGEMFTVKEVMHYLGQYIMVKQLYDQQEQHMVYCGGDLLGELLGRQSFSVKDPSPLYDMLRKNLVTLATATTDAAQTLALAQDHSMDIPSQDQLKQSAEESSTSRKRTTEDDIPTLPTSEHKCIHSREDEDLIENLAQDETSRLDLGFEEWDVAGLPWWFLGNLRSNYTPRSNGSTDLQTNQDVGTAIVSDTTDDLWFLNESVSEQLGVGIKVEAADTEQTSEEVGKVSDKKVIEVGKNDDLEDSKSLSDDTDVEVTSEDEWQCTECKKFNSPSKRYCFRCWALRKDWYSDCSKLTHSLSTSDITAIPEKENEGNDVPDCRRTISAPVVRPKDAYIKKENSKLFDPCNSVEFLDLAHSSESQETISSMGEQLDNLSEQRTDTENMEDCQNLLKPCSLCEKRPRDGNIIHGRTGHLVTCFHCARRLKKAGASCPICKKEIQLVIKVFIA
Target sequence (Q00987 whole entry, looked up): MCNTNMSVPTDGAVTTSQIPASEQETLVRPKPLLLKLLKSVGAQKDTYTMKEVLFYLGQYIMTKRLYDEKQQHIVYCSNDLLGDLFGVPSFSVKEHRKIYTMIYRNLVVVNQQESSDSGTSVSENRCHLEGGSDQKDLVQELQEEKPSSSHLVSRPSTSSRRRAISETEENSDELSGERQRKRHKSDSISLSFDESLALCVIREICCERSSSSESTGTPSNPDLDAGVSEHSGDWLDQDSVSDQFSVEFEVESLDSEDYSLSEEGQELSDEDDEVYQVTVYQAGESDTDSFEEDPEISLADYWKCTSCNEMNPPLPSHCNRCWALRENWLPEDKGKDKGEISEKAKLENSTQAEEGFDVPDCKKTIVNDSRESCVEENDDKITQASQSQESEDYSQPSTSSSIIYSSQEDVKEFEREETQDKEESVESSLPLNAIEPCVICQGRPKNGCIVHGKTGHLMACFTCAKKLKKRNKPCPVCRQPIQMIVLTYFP
Jurkat NFkB inh: inhibitors of induced NF-kB luciferase reporter, primary screen, TCR NF-kB activation inhibitor project, cell-based, luminescence, uHTS | Jurkat, PMA/ionomycin-induced NF-kB luciferase reporter | inhibition, % at 4 µM | hit rate 0.53% among 330,000; in the data active = inhibition above about 50%
UPR CHOP act: activators of apoptotic CHOP UPR arm, primary screen, cell-based, CHO-CHOP luciferase reporter, luminescence, uHTS; UPR activation; percent of tunicamycin response over DMSO baseline; activation, % at 10 µM; hit rate 0.34% among 330,000;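 active = at 10 µM dose, activation of 40% or more, normalized to positive control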;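 note: 100% = tunicamycin at 10 µg/mL and 0% = DMSO alone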
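measured by = luciferase luminescence | assay system = CHO-CHOP cells, stable luciferase reporter of PERK-eIF2a-CHOP signalling | amount = 500 reporter cells seeded per well | timing = 6 h compound exposure at 37 °C after overnight seeding | controls = positive tunicamycin 10 µg/mL, negative DMSO alone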
tim10-1 inh: growth inhibitors of tim10-1 mutant yeast, primary screen, luminescence, uHTS; S. cerevisiae tim10-1 ts strain growth, BacTiter-Glo, 24 h; inhibition, % at 20 µM; hit rate 2.2% among 330,000; AID 463190, 2010;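 active = inhibition of at least 40%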;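 note: mutant grown at 25 °C; 0% = DMSO wells with yeast and 100% = wells holding no yeast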
An asterisk follows results filed as active.

Molecule,TIM10 inh,UPR XBP1 act,697 NFkB inh,tim23-1 inh,Mdm2-MdmX inh,Jurkat NFkB inh,UPR CHOP act,tim10-1 inh
CC(=O)N1CCN(c2ccccc2NC(=O)c2ccc(C#N)cc2F)CC1,-12.1,-3.5,6.5,-1.3,-17.9,-9.5,-0.7,-2.8
Cc1ccccc1Nc1nc(N)nc(COC(=O)CC2CC3CCC2C3)n1 (centres undefined),14.2,-0.1,18.2,30.5,13.9,-6.8,0.3,23.3
CCCOc1ccc(/C=C/C(=O)NC2CCCCC2)cc1OC,-0.7,-3.7,18.2,1.0,4.5,-12.8,1.9,-2.5
CCCCN1CC(=O)N2[C@H](c3ccc(OC)cc3)[C@@H]3C(=O)N(CC)C(=O)[C@@H]3[C@]2(Cc2ccccc2)C1=O,4.4,-1.8,20.0,10.0,-20.4,13.6,0.8,11.0
C=CCCO[C@@H]1O[C@@H](C)[C@H](O)C[C@H]1O,-0.5,1.6,5.0,-12.7,8.8,-6.7,-0.1,-7.8
O=c1cc(CSc2nnc(-c3cccnc3)n2-c2ccccc2F)nc2sccn12,-1.7,-2.9,18.3,1.0,1.1,11.0,1.3,-1.2
O=C(Nc1cccc(C(F)(F)F)c1)c1cc(-c2ccco2)on1,-3.9,2.6,9.3,10.6,29.5,3.7,1.1,3.0
CC(C)CNC(=S)N1CCN(c2nc(-c3ccc(Cl)cc3)cs2)CC1,11.8,-6.9,-10.3,21.5,-6.6,8.1,2.4,29.0
CCCC(=O)Nc1ccc(Oc2ccc(NC(=O)CCC)cc2)cc1,3.1,-1.3,-11.1,-4.3,-1.6,2.1,-1.4,17.8
COc1ccc(N2CCN(S(=O)(=O)c3cccc4nsnc34)CC2)cc1,2.6,-2.8,4.4,13.5,-5.5,12.4,-1.1,-8.3
CCN(CC)c1ccc(CNc2ccc3c(c2)ncn3CC)cc1,-3.0,6.1,-2.9,-2.0,13.6,19.4,0.7,2.2
COCCCNC(=O)Cn1ccc(N)nc1=O,0.5,1.7,1.6,-10.7,0.5,-7.5,-1.1,-2.5
O=c1ccc(-c2ccc([N+](=O)[O-])cc2)nn1-c1ccccc1,18.9,3.9,-5.3,-9.3,10.2,2.9,-2.1,25.2
COc1cc(CC(=O)OCC(=O)N2CC(C)CC(C)C2)cc(OC)c1OC (centres undefined),-12.4,-4.9,-3.2,11.6,5.8,-15.0,-0.3,24.4
O=C(Cn1nc(C(F)(F)F)cc1C1CC1)NCc1ccccc1F,14.5,0.1,5.5,10.6,22.8,1.6,0.6,16.1
Cc1ccc(/C=N\NC(=O)C2CC(=O)N(c3ccccc3)C2)o1 (centres undefined),-1.7,4.1,6.9,-9.8,7.3,9.0,4.1,2.7
Cc1c(C(=O)Nc2ccccc2N2CCN(C)CC2)oc2ccc(F)cc12,21.9,7.0,11.9,16.9,32.7,16.2,8.5,32.9
O=C(Nc1ccccc1)C1=C[C@H](C2CC2)C[C@H](OCCCCO)O1,9.0,3.4,-26.6,22.9,15.6,-11.4,4.9,13.7
C[C@@H](C(=O)N1CCNCC1)n1cc(CCCN=C(N)N)nn1,9.2,1.0,12.9,7.9,-5.3,15.7,0.1,3.9
COc1cc(CNCc2ccc(C)cc2)cc(OC)c1OC,2.8,-5.5,6.9,-3.9,19.7,8.0,1.0,2.9
CCc1nnc(NC(=O)CSc2nnc(-c3ccco3)n2CC)s1,-0.2,1.2,2.3,20.4,18.9,0.3,-2.1,7.1
O=S(=O)(c1ccc(Cl)cc1)N1CCC2(CC1)OCCN2S(=O)(=O)c1cccs1,-3.2,-2.8,-9.9,26.7,-3.4,0.6,-0.9,48.4*
O=C(N/N=C/c1c(-c2ccccc2)[nH]c2ccccc12)c1cccnc1,3.3,-5.2,1.1,9.9,52.2*,-13.3,2.7,3.3
O=C(COC(=O)[C@@H]1CCCN1C(=O)c1cccs1)Nc1ccc(Br)cc1,6.0,-1.2,-18.8,39.1,-5.9,10.8,0.4,8.8
COc1ccc(S(=O)(=O)N2CCC(C(=O)NCCN3CCOCC3)CC2)cc1,0.7,-4.5,7.3,-7.0,-17.4,3.4,1.5,-9.9
COC(=O)CSC1=NS(=O)(=O)c2ccccc21,20.4,-2.5,6.0,3.5,10.7,9.0,-0.6,9.4
COc1ccc(OC)c2sc(N3CCCCC3)nc12,21.4,3.4,-33.8,26.3,-46.2,-24.5,4.0,43.0*
COc1cc(CCCN2CCNC[C@@H]2CC2CCCCC2)cc(OC)c1OC,-6.4,-0.6,-0.5,3.7,22.7,7.5,0.1,-3.4
Cc1ccc2nc(NC(=O)c3ccc(Cn4cc(Cl)cn4)o3)sc2c1,50.5*,3.9,-7.1,35.7,-19.2,-8.3,4.2,46.0*
O=C(Oc1ccc(-c2nnco2)cc1)c1ccco1,7.9,-0.2,-7.5,14.6,-4.8,-13.6,-0.4,20.8
Cc1ccc(-c2csc(NC(=O)C3=NN(c4ccccc4)C(=O)CC3)n2)cc1,40.4*,6.0,3.7,33.8,1.1,12.8,5.4,32.9
CCOC(=O)N1CCN(C(=O)c2ccc3c(c2)N=C(C)c2cc(Cl)ccc2S3)CC1,20.6,-6.4,-36.6,22.3,18.3,3.8,1.3,17.1
Cc1ccnc2nc(C(=O)OCC(=O)Nc3ccccc3C(C)(C)C)nn12,5.9,1.4,14.4,-6.1,19.9,-13.1,-0.5,20.1
O=C1CCSc2ccc(Cl)cc2N1Cc1ccc(Cl)cc1,17.5,0.4,-2.1,48.4,23.6,-8.6,2.0,45.5*
COc1ccc(C(=O)n2nc(-c3ccc(Cl)cc3)nc2N)cc1OC,-28.3,3.8,39.3*,-37.2,16.5,-11.9,2.6,-22.8
CC1(C)CC(=O)C=C(NNC(=O)c2ccc(N)cc2)C1,9.7,2.1,-0.2,4.4,11.7,16.2,1.3,6.1
COc1ccc(CN=C2NC(=O)CC(C(=O)Nc3ccc(Cl)cc3)S2)cc1 (centres undefined),-1.0,-3.8,8.9,5.7,7.9,13.8,-1.3,3.4
CCOC(=O)c1c(C)nsc1NC(=O)C1CCCCC1,-17.8,-4.7,1.1,32.1,23.6,1.1,-0.3,-18.7
CC(=O)N1CCCc2ccccc21,-17.5,-1.4,6.8,-6.7,-10.8,-5.2,-0.5,-8.1
O=C(CCC1CCCCC1)Nc1cc(C(F)(F)F)ccc1N1CCOCC1,12.2,0.2,14.3,9.7,14.0,13.8,0.1,27.5
CCN(Cc1ccncc1)C(=O)C1CCN(S(=O)(=O)c2cccs2)CC1,-6.0,-0.2,12.8,5.4,5.4,-4.3,-1.2,7.5
Cc1ccc(NS(=O)(=O)c2cccc(C(=O)NCC(c3ccco3)N3CCCC3)c2)cc1 (centres undefined),-2.4,-1.0,-7.5,0.4,26.8,-5.3,1.5,8.3
CC(=O)N/C(=N/c1nc(C)cc(C)n1)Nc1cccc(C)c1C,17.3,-1.5,8.4,36.5,-3.4,2.4,0.7,13.4
COCCCn1c(SCC(=O)NCc2ccco2)nc2sc3c(c2c1=O)CCC3,4.9,-4.6,-8.6,15.1,6.6,2.5,-0.2,19.8
COc1ccc(NS(=O)(=O)c2ccc(C(=O)Nc3c(C)n(C)n(-c4ccccc4)c3=O)cc2)cc1,4.3,-2.0,6.8,-6.5,12.0,0.7,-0.6,-8.3

Some of these compounds in order of length of the SMILES, ascending.
Molecule,TIM10 inh,UPR XBP1 act,697 NFkB inh,tim23-1 inh,Mdm2-MdmX inh,Jurkat NFkB inh,UPR CHOP act,tim10-1 inh
CC(=O)N1CCCc2ccccc21,-17.5,-1.4,6.8,-6.7,-10.8,-5.2,-0.5,-8.1
CC(=O)N/C(=N/c1nc(C)cc(C)n1)Nc1cccc(C)c1C,17.3,-1.5,8.4,36.5,-3.4,2.4,0.7,13.4
COc1ccc(NS(=O)(=O)c2ccc(C(=O)Nc3c(C)n(C)n(-c4ccccc4)c3=O)cc2)cc1,4.3,-2.0,6.8,-6.5,12.0,0.7,-0.6,-8.3

Next section.
Molecule,TIM10 inh,UPR XBP1 act,697 NFkB inh,tim23-1 inh,Mdm2-MdmX inh,Jurkat NFkB inh,UPR CHOP act,tim10-1 inh
CCCCN(C(=O)c1ccc(N(C)S(=O)(=O)c2ccc(C)cc2)cc1)c1c(N)n(CCCC)c(=O)[nH]c1=O,6.7,-3.0,7.9,12.7,8.2,22.7,1.0,12.6
COc1cccc(C(c2nnnn2Cc2ccc(F)cc2)N2CCC(C(N)=O)CC2)c1OC (centres undefined),8.2,-2.5,6.5,-4.5,11.2,-16.6,-0.2,11.2
COCCNC(=O)C(c1ccc(F)cc1)N(C(=O)CCC(=O)Nc1ccccn1)c1ccc(C)cc1 (centres undefined),4.0,1.3,4.2,-8.0,-6.7,4.3,2.5,-15.4
O=C(c1cnn2ccccc12)N1CCc2ccccc21,-0.8,-1.4,-106.1,5.9,-63.0,-90.8,3.6,24.5
CC(C)NS(=O)(=O)c1ccc(CCC(=O)Nc2ccc3c(c2)OCO3)cc1,5.0,-5.5,8.0,5.4,9.5,-2.8,-2.0,-3.3
COCCN(C(=O)CCCc1nc2ccccc2s1)c1c(N)n(CC(C)C)c(=O)[nH]c1=O,9.0,0.0,9.0,9.2,-16.1,8.8,-0.4,7.2
O=C(C1=C[C@@H](c2coc3ccccc3c2=O)C[C@@H](OCc2ccc(CO)cc2)O1)N1CCN(Cc2ccc3c(c2)OCO3)CC1,14.7,-1.3,-9.7,18.5,-24.9,11.3,1.5,13.1
CC(C)(C)OC(=O)N1CCN(c2ccc([N+](=O)[O-])cc2)CC1,-6.2,1.1,6.3,-4.6,-1.5,25.4,5.2,7.5
CCOC(=O)CN1C(=O)CN(c2ccc(C)c(C)c2)C1=O,9.9,1.4,13.6,15.7,-4.1,-7.7,0.9,5.6

Laid out differently: entries from further up
Screens in order: TIM10 inh	UPR XBP1 act	697 NFkB inh	tim23-1 inh	Mdm2-MdmX inh	Jurkat NFkB inh	UPR CHOP act	tim10-1 inh
O=C(COC(=O)[C@@H]1CCCN1C(=O)c1cccs1)Nc1ccc(Br)cc1
→ 6.0	-1.2	-18.8	39.1	-5.9	10.8	0.4	8.8
COc1ccc(S(=O)(=O)N2CCC(C(=O)NCCN3CCOCC3)CC2)cc1
→ 0.7	-4.5	7.3	-7.0	-17.4	3.4	1.5	-9.9

Rows are unselected; any-hit rate near 6.6%.
